Salmonella PhoP GFP – inhibitors of PhoP regulon expression, primary screen, Salmonella Typhimurium, GFP reporter (AID 1863) | S. Typhimurium PhoP-regulated promoter GFP reporter, 4 h; higher % means a stronger effect | one-dose inhibition, % at 50 µM; IC50 in µM for titrated hits | 300,000 tested, 0.16% active;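 active = inhibition over 29.93%, a cutoff 3 SD above the screen mean, later confirmed by dose response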;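 also: 0% = low Mg2+ inducing control and 100% = high Mg2+ repressing control; strong numbers were not always called active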
NOD1 inhibition – NOD1 signaling inhibitors, primary screen, cell-based, luminescence, uHTS (AID 1578); NOD1-driven NF-kB luciferase reporter cells, luminescence; higher % means a stronger effect; one-dose inhibition, % at 4 µM; EC50 in µM for titrated hits; 290,000 tested, 1% active; in the data active = inhibition mostly above about 36%, no sharp cut-off; inactive = mostly below about 34%;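 also: HEK-293T reporter cells stimulated with the NOD1 agonist gamma-tri-DAP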
HIV fusion peptide – inhibitors of HIV fusion peptide binding, primary screen, biochemical, uHTS, fluorescence dequenching (AID 1986); inhibition, % at 20 µM; hits with a dose series show IC50 in µM; cell-free peptide binding, fluorescence dequenching, 30 min; higher % means a stronger effect; 290,000 tested, 0.3% active; in the data active = inhibition mostly above about 52%, no sharp cut-off; inactive = mostly below about 76%; also: some results filed as inactive read as strong as hits
LYP inhibition – inhibitors of LYP phosphatase, biochemical, fluorescence intensity, uHTS (AID 1779) | Tyrosine-protein phosphatase non-receptor type 22 (Homo sapiens) | recombinant LYP phosphatase, fluorescence intensity; higher % means a stronger effect | inhibition, % at 11.5 µM; hits with a dose series show IC50 in µM | 290,000 tested, 0.054% active;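 also: plate controls were vehicle with enzyme for no effect and no enzyme for full effect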
NOD2 inhibition – NOD2 signaling inhibitors, cell-based, luminescence, uHTS, HEK293 (AID 1566) | HEK293 NOD2/NF-kB luciferase reporter, luminescence; higher % means a stronger effect | inhibition, % at 4 µM, or EC50 in µM where a hit was titrated | 290,000 tested, 0.63% active; also: many of its hits are not listed in these tables
Myeloid diff 2 – induction of myeloid progenitor differentiation, primary screen, cell-based, flow cytometry, MLPCN library; 360,000 tested, 1% active; ER-HoxA9 myeloid progenitors, lysozyme-GFP differentiation; calls only at 10 µM;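 active = normalized GFP-positive differentiation at or above the plate's own cutoff, the solvent-only control mean plus 3 SD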;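 also: cells exposed to compound for four days before flow analysis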
KOR beta-arrestin-1 – KOR antagonists, beta-arrestin recruitment, cell-based, luminescence, uHTS (AID 1778); Kappa-type opioid receptor (Homo sapiens); KOR beta-arrestin recruitment, luminescence, antagonist mode; higher % means a stronger effect; inhibition, % at 10 µM; hits with a dose series show IC50 in µM; 290,000 tested, 0.091% active; also: strong numbers were not always called active
Siah-1 displacement – Siah-1 peptide-binding antagonists, primary screen, biochemical, fluorescence polarization, rhodamine-plectin, uHTS (AID 1817); Siah-1 / rhodamine-plectin peptide fluorescence polarization; higher % means a stronger effect; 290,000 tested, 0.02% active; E3 ubiquitin-protein ligase SIAH1 (Homo sapiens); one-dose displacement, % at 20 µM; IC50 in µM for titrated hits;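 active = displacement of at least 50% at 20 µM, with a fluorescence ratio check between 0.3 and a set limit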;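 also: plate controls were Siah plus tracer with DMSO for no effect and tracer alone without Siah for full effect; strong numbers were not always called active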
KOR beta-arrestin-2 – KOR agonists, beta-arrestin recruitment, primary screen, cell-based, luminescence, uHTS (AID 1777); activation, % at 10 µM; hits with a dose series show EC50 in µM; KOR beta-arrestin recruitment, luminescence; higher % means a stronger effect; Kappa-type opioid receptor (Homo sapiens); 280,000 tested, 0.02% active; in the data active = activation above about 50%, passing the limit was not always enough; also: a part of the inactive calls stands beside numbers as strong as those of hits
Myeloid diff 2 GFP+ MAC1+ % – second read-out of Myeloid diff 2, no call of its own (marks repeat the call); GFP+ MAC1+ double positive, %; measured here: differentiation confirmed by MAC1 staining
* hit, by the source's call; i = inactive; . = no result given; + = active, no number; [ ] = remark or other dose. Rule as the data show it, unless noted: active = inhibition above about 50%; inactive = the rest.

SMILES | Salmonella PhoP GFP | NOD1 inhibition | HIV fusion peptide | LYP inhibition | NOD2 inhibition | Myeloid diff 2 | Myeloid diff 2 GFP+ MAC1+ % | KOR beta-arrestin-1 | Siah-1 displacement | KOR beta-arrestin-2
CCOc1ccc2[nH]c(=O)c(CN(Cc3nnnn3CCc3ccccc3)CC3CCCO3)cc2c1 (stereo not given) | -13% | -37% | 11% | -7% | 16% | i | 0.6 | -22% | 4% | -1.8%
Cc1cc(C)c2cc(C(=O)N3CCC(N4CCCCC4)CC3)[nH]c2c1 | -4% | -43% | -0.3% | -7% | -8% | i | 0.5 | -3% | -1% | -0.8%
Cc1cc(NC(=O)c2noc3c2CCCC3)n(-c2ccccc2)n1 | -4% | . | 3.3% | -1% | 9% | + | 13* | 1% | -4% | 7.0%
CCOC(=O)c1ccc(N(C(=O)c2cnccn2)C(C(=O)NC2CCCCC2)c2cn(C)nc2C)cc1 (stereo not given) | -2% | -8% | 0.7% | -9% | 8% | i | 0.9 | -23% | -5% | 2.5%
O=C(c1ccc(Cl)c([N+](=O)[O-])c1)N(Cc1ccc(F)cc1)C1CCS(=O)(=O)C1 (stereo not given) | 2% | -5% | -1.0% | -4% | 10% | i | 0.7 | 16% | -2% | 4.8%
CCN(CC)CCCNC(=O)c1cc(Cl)c(NC(=O)C2=C(C)OCCS2)cc1OC | -3% | -7% | 1.1% | -5% | 23% | i | 0.7 | -12% | 4% | 1.1%
Cc1ccc(CNC(=O)Cc2cccs2)cc1 | 4% | -26% | 0.2% | -4% | -18% | i | 0.8 | 15% | 0% | 7.5%
O=C(Cc1ccccc1)NCCc1c[nH]c2ccccc12 | -7% | 2% | 2.8% | -3% | 12% | i | 0.9 | 7% | -1% | 5.0%
C#C[C@]1(O)CC[C@H]2[C@@H]3CCc4cc(O)ccc4[C@H]3CC[C@@]21C | 0% | -12% | 1.3% | -3% | -8% | i | 1.1 | -2% | 4% | -1.2%
Cc1ccc(CN2CCN(Cc3cnn(-c4ccc(F)cc4)c3)CC2CCO)o1 (stereo not given) | -6% | -27% | -0.3% | -5% | 1% | i | 0.2 | -54%[20 µM] | 3% | .
Cn1c(=O)oc2cc(S(=O)(=O)NCCC(=O)NCc3ccc(F)cc3)ccc21 | -6% | 0% | 0.8% | -12% | 7% | i | 3.5 | -14% | 3% | 4.5%
COC(=O)c1ccc(C23CC4(C2)[C@H](CN(C)[C@@H]4c2ccccc2)C3c2ccc(C(F)(F)F)cc2)cc1 (stereo not given in full) | -11% | -8% | 1.1% | -4% | -2% | i | 2.0 | 0% | -1% | -0.8%
O=C(NNC(=O)c1sccc1-n1cccc1)Nc1ccc(F)cc1 | 5% | -31% | -2.5% | -2% | 2% | i | 0.2 | 22% | 10% | -0.9%
COc1cccc(-n2nc(-c3ccnn3-c3ccc(F)cc3)c(=O)n(C)c2=O)c1 | -3% | -1% | 0.8% | -5% | 14% | i | 0.9 | -31% | -6% | -2.3%
CCCCc1c(C)c(C#N)c2nc3ccccc3n2c1Nc1c(C)n(C)n(-c2ccccc2)c1=O | -6% | 2% | -3.2% | 0% | 6% | i | 0.5 | 35% | 0% | -4.4%
O=C1CC(N2CCN(C(c3ccccc3)c3ccccc3)CC2)C(=O)N1Cc1ccc(N2CCCC2=O)cc1 (stereo not given) | 3% | 1% | -3.1% | -1% | -9% | i | 1.2 | -21% | -1% | 2.5%
COc1ccc(C(CC(=O)NC(C)(C)C)n2cccc2)cc1 (stereo not given) | -2% | -31% | 0.5% | -5% | 1% | i | 0.8 | -8% | 4% | -5.3%
C=CCOc1cccc(C2C(C(=O)c3cccs3)=C(O)C(=O)N2Cc2cccnc2)c1 (stereo not given) | 4% | -29% | 0.3% | -4% | 1% | i | 0.5 | -33%[20 µM] | 5% | .
Cc1ccc(S(=O)(=O)CC(=O)Nc2ccc(F)c(F)c2F)cc1 | -10% | -12% | 0.6% | -5% | -1% | i | 0.4 | 4% | 0% | 3.4%
COc1ccc(C(=O)NCc2nnc(SCC(=O)NC3CCCCC3)o2)cc1 | -8% | -30% | -1.2% | -1% | 1% | i | 0.8 | -11% | -5% | 2.8%
CCc1ccc(OCc2ccc(C(=O)OC)o2)cc1 | -5% | -10% | -1.3% | -2% | -89% | i | 1.0 | 0% | 4% | -3.1%
COCc1cc(C)nc(SCC(=O)Nc2ccc(C)c(C)c2)c1C#N | 6% | -23% | -2.2% | 2% | -25% | i | 0.7 | -26% | -6% | -2.0%
O=C(Nc1ccccc1Cl)N1CCSc2ccccc21 | 1% | -30% | -2.5% | -4% | 4% | i | 1.8 | 4% | 2% | -1.9%
CSc1ccc(-c2nnn(Cc3ccc(C)cc3)n2)cc1 | -6% | -46% | -1.1% | -5% | -69% | i | 1.2 | -33% | 4% | 4.0%
COc1ccc(CCNC(=O)Cc2ccc(Cl)cc2)cc1OC | -7% | -32% | 0.9% | -8% | 3% | i | 0.3 | -19%[20 µM] | -3% | 3.7%
CCC(C)C(NC(=O)c1ccc(Cl)cc1Cl)C(=O)O (stereo not given) | -17% | -29% | -1.2% | 0% | 13% | i | 0.1 | -9% | 1% | 1.5%
COCc1cccc(N2C(=O)CC(C3C=C(C)C4C(=O)N(c5cccc(COC)c5)C(=O)C4C3)C2=O)c1 (stereo not given) | 6% | -19% | 1.1% | -5% | 8% | i | 0.3 | 2% | -2% | -5.5%
CC(=O)c1cc(-c2ccccc2)[nH]c1N1CCOCC1 | -5% | -3% | 8.8% | -5% | 0% | i | 6.9 | -11% | 2% | 0.3%
Cc1cc(C)n(C(=O)CNC(=O)c2cccc(Br)c2)n1 | -10% | -5% | 0.8% | -9% | -4% | i | 1.1 | -4% | 6% | -2.9%
O=C(c1ccc(Cl)cc1)c1c[nH]c(C(=O)NNc2ccccc2)c1 | 9% | -46% | -4.1% | -9% | -49% | i | 0.4 | 22% | -2% | -8.2%
N#Cc1ccc(NC(=O)CSc2cn[nH]n2)cc1 | -3% | -26% | 0.9% | -11% | -20% | i | 1.8 | -56% | 11% | 0.9%
Cc1ccc(N(Cc2cc(=O)[nH]c3ccccc23)C(=O)C(C)C)c(C)c1 | 2% | 6% | -1.2% | 0% | 19% | i | 0.8 | -10% | -4% | -2.3%
CCN(CC)S(=O)(=O)c1cc(NS(=O)(=O)c2cc(Cl)ccc2Cl)ccc1C | -13% | 19% | 12% | 9% | 12% | i | 0.6 | . | 6% | 1.6%
CC1(C)CC2=C(CO1)C(=S)NC(c1ccccc1)N2CC1CCCO1 (stereo not given) | -1% | -1% | -0.3% | -7% | -3% | i | 0.5 | 32% | 6% | -2.7%
O=C(NCc1ccncc1)c1cc(F)c(F)cc1Cl | 5% | -34% | -0.1% | -6% | -3% | i | 0.5 | -33%[20 µM] | 8% | 1.0%
CC1=CC(C)(C)N(C(=O)CN2C(=O)CCC2=O)c2ccc(C)cc21 | -1% | -11% | -0.5% | -7% | -10% | i | 0.5 | 3%[20 µM] | 3% | -6.0%
COCCCNC(=O)CN1C(=O)/C(=C/c2ccccc2)Sc2ccccc21 | -3% | -4% | 1.1% | -2% | 1% | i | 0.5 | 4% | 3% | -3.0%
CN(C)CC(=O)Nc1ccc(S(N)(=O)=O)cc1 | 4% | 2% | -0.2% | -6% | 14% | i | 0.8 | -16% | 2% | -1.1%
Cc1ccc(C(=O)Nc2ccccc2[N+](=O)[O-])cc1S(=O)(=O)N1CCOCC1 | 9% | 21% | 0.9% | -14% | 20% | i | 0.4 | -14% | -5% | -6.1%
CC(C)[C@H](NC(=O)c1cccc(S(=O)(=O)N2CCOCC2)c1)C(=O)Nc1nccs1 | -2% | -3% | -1.6% | -2% | -5% | i | 0.3 | -8% | -2% | -3.4%
COc1cc(/C=C(\C#N)C(=O)NCCc2ccccc2)cc(OC)c1O | 1% | -24% | 9.9% | -1% | 10% | i | 0.7 | -8% | -2% | 4.9%
O=C(CSc1nnc(-c2cccs2)n1Cc1ccccc1)NCc1ccc2c(c1)OCO2 | 12% | 4% | -4.5% | -2% | -29% | i | 1.2 | -38% | -7% | -3.1%
COc1cc(OC)cc(C(=O)Nc2nc3ccccc3[nH]2)c1 | -2% | -11% | -1.4% | 5% | -54% | i | 0.8 | -25% | 5% | 0.1%
CCOC(=O)c1oc2ccccc2c1NC(=O)c1cccc(OC)c1OC | -9% | 46% | 0.1% | 0% | 5% | i | 4.6 | -34% | -1% | 8.7%
CC(C)Cc1c2c([nH]c(=S)c1C#N)CCCC2 | 3% | -36% | 3.6% | -5% | -1% | i | 0.4 | -35% | 7% | 1.7%
CCOC(=O)c1[nH]c(C)c(C(=O)N2CCc3c([nH]c4ccccc34)C2c2ccccn2)c1C (stereo not given) | 8% | -32% | 0.9% | 6% | 0% | i | 0.2 | -38%[20 µM] | 0% | .
NC(=O)c1ccc(-n2nnnc2SCC(=O)Nc2ccccc2F)cc1 | 0% | -5% | 2.0% | -6% | 8% | i | 1.1 | -6% | 3% | -2.7%

Given with two lines to a compound: entries from further up
Order of results – Salmonella PhoP GFP	NOD1 inhibition	HIV fusion peptide	LYP inhibition	NOD2 inhibition	Myeloid diff 2	Myeloid diff 2 GFP+ MAC1+ %	KOR beta-arrestin-1	Siah-1 displacement	KOR beta-arrestin-2
CCOc1ccc2[nH]c(=O)c(CN(Cc3nnnn3CCc3ccccc3)CC3CCCO3)cc2c1 (stereo not given)
  -13%	-37%	11%	-7%	16%	i	0.6	-22%	4%	-1.8%
Cc1cc(C)c2cc(C(=O)N3CCC(N4CCCCC4)CC3)[nH]c2c1
  -4%	-43%	-0.3%	-7%	-8%	i	0.5	-3%	-1%	-0.8%
Cc1cc(NC(=O)c2noc3c2CCCC3)n(-c2ccccc2)n1
  -4%	.	3.3%	-1%	9%	+	13*	1%	-4%	7.0%
CCOC(=O)c1ccc(N(C(=O)c2cnccn2)C(C(=O)NC2CCCCC2)c2cn(C)nc2C)cc1 (stereo not given)
  -2%	-8%	0.7%	-9%	8%	i	0.9	-23%	-5%	2.5%
O=C(c1ccc(Cl)c([N+](=O)[O-])c1)N(Cc1ccc(F)cc1)C1CCS(=O)(=O)C1 (stereo not given)
  2%	-5%	-1.0%	-4%	10%	i	0.7	16%	-2%	4.8%
CCN(CC)CCCNC(=O)c1cc(Cl)c(NC(=O)C2=C(C)OCCS2)cc1OC
  -3%	-7%	1.1%	-5%	23%	i	0.7	-12%	4%	1.1%
Cc1ccc(CNC(=O)Cc2cccs2)cc1
  4%	-26%	0.2%	-4%	-18%	i	0.8	15%	0%	7.5%
O=C(Cc1ccccc1)NCCc1c[nH]c2ccccc12
  -7%	2%	2.8%	-3%	12%	i	0.9	7%	-1%	5.0%

These rows are one share of the data (hit frequency here may not be typical).
